14-3-3g Raf: modulators of 14-3-3 gamma protein binding, primary screen, biochemical, fluorescence polarization; inhibition, % at 40 µM; FP, 14-3-3gamma / TMR-pS259-Raf peptide binding; AID 422, 2006; 14-3-3 protein gamma (Homo sapiens), P61981; hit rate 0.19% among 160,000; in the data active = inhibition above about 30%;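 also: 0% = protein plus tracer without compound and 100% = blank with tracer alone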
Target sequence (P61981 whole entry, looked up): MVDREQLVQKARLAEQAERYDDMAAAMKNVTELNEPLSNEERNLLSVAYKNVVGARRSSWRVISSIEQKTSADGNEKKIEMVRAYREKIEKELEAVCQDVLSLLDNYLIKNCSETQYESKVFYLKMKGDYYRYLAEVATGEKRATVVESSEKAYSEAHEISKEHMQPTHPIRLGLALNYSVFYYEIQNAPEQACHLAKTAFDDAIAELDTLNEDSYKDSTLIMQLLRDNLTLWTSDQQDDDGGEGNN
An asterisk follows results filed as active; & = joins results of further samples. The list is partial (hit frequency here may not be typical).

SMILES | 14-3-3g Raf
O=[N+]([O-])c1cccc(C2=NN(c3nc(-c4ccc(S(=O)(=O)N5CCCC5)cc4)cs3)C(c3ccc(F)cc3)C2)c1 (stereo unspecified) | -26
Clc1ccc(-c2nn3c(-c4cccc(Cl)c4)nnc3s2)cc1 | 5
CC(C)CN(CC(C)C)S(=O)(=O)c1ccc(C(=O)Nc2nc3c(s2)CCc2ccccc2-3)cc1 | -4
COC(=O)c1[nH]c2ccc(F)cc2c1NC(=O)CCN1CCN(C(=O)c2ccco2)CC1 | -12
NS(=O)(=O)c1ccc(CCNC(=O)c2oc(=O)c3ccccc3c2-c2ccccc2)cc1 | 10
COC(=O)CSc1ccc(S(=O)(=O)N2CCC(C)CC2)cc1[N+](=O)[O-] | 2
CCCN1CNC(=S)N(c2ccccc2OC)C1 | 1
O=C(NC1CCCc2ccccc21)C1CCCN(S(=O)(=O)c2cccc3nsnc23)C1 (stereo unspecified) | -14
O=c1c2cccc3c2c(nn1-c1ccc([N+](=O)[O-])cc1)-c1ccccc1-3 | -7
Cc1c(C#N)c2nc3c(c(-c4ccccc4)c2n1-c1ccccc1)C(=O)CC(C)(C)C3 | -6
CC(C)CC(c1nnnn1CC1CCCO1)N1CCN(Cc2ccc3c(c2)OCO3)CC1 (stereo unspecified) | -1
COc1ccc(C=Nc2ccc3oc(-c4ccc(Br)cc4)nc3c2)cc1OC | -4
C=CCn1c(N)cc(=O)nc1SCC(=O)N1CCN(c2ccc(F)cc2)CC1 | -6
CC1(C)CC(=O)C2=C(C1)N(c1ccc(F)cc1)C1=C(C(=O)CC(C)(C)C1)C2c1ccc(Cl)c([N+](=O)[O-])c1 | -13
CC(C)(C)c1ccc(C(=O)Nc2ncn[nH]2)cc1 | 0
CC1(C)Oc2ccc3ccc(=O)oc3c2C(N2CCCCC2)C1O (stereo unspecified) | -19
CCC(C)(C)NC(=O)c1ccc2c(c1)N(CC(=O)OC)C(=O)C(C)(C)O2 | -7
CCOC(=O)C(O)(NC(=O)c1cccnc1)C(F)(F)F (stereo unspecified) | 2
CN1CCCCCC1=Nc1ccccc1C#N | -4
O=[N+]([O-])c1ccc(N2CCCC2)cc1NC(c1ccccc1)c1ccccc1 | -3
COc1ccccc1OCC(=O)Nc1nnc(-c2ccco2)s1 | -3
O=C(CCCn1c(=S)[nH]c2ccccc2c1=O)NCCc1ccccc1 | 0
Cc1c2occ(-c3ccc4c(c3)OCO4)c2cc2c3c(c(=O)oc12)CCC3 | -7
Cc1n[nH]c(C)c1S(=O)(=O)NCc1ccc(F)cc1 | -3
Cc1n[nH]c(C)c1NC(=O)c1cc2c(C)nn(-c3ccccc3)c2s1 | 2
COC(=O)C1=C(C)Nc2ncnn2C1c1cccc(OC)c1 (stereo unspecified) | 0
COc1ccc2ccccc2c1-c1csc(NC(=O)c2ccc(S(=O)(=O)N3CCCC3)cc2)n1 | -16
O=C(Nc1ccc(S(=O)(=O)N2CCCCC2c2cccnc2)cc1)c1ccc(Cl)c([N+](=O)[O-])c1 (stereo unspecified) | -23
COc1ccc([N+](=O)[O-])cc1NC(=O)c1nn(-c2ccccc2OC)c(=O)c2ccccc12 | -5
CCN(CC)C(=O)CSc1nc2c(sc(=S)n2-c2cccc(OC)c2)c(=O)n1-c1ccccc1 | -6
COc1cccc(NC(=O)CSc2nc3c(c(=O)n2C)SC(C)C3)c1 (stereo unspecified) | -2&-7
CCOc1ccccc1NC(=O)C(=O)CC(=O)c1cccc(OC)c1 | 6
Cc1ccc(S(=O)(=O)N2CCc3ccccc3C2CN2C(=O)c3ccccc3C2=O)cc1[N+](=O)[O-] (stereo unspecified) | -8
CCOc1ccc(Nc2ncnc3[nH]ncc23)cc1 | -5
CCC1=NN(C(=O)c2ccco2)C(O)(C(F)(F)F)C1 (stereo unspecified) | 2
COCCCn1c(SCC(=O)Nc2cccc(C(=O)OC)c2)nnc1-c1ccncc1 | 7
O=C1NC(C(F)(F)F)(C(F)(F)F)N=C2C=CC=CN12 | -4
CC(=O)Nc1nc(-c2cc3cc([N+](=O)[O-])ccc3oc2=O)cs1 | -6
O=C(Nc1scc(-c2cccs2)c1C(=O)O)c1cccs1 | -6
CCOC(=O)Nc1ccc(NS(=O)(=O)c2ccc(C)cc2)cc1 | 3
COc1ccc(-n2c(=O)cc(N3CCc4ccccc43)[nH]c2=O)cc1 | -2
Cc1cc(C(=O)OCC(=O)N2CCc3ccccc32)c(C)o1 | 3
CC(=O)NC(C)c1nc2ccccc2[nH]1 (stereo unspecified) | 5
Cc1cccc(NC(=O)Cn2nnc(-c3cccs3)n2)c1C | 4
CCCCNC(=O)n1ccc(C(=O)Nc2ccc(C)cc2C)n1 | -5
Cc1ccccc1Nc1nnc(-c2cc3cc([N+](=O)[O-])ccc3oc2=O)s1 | -7
Nc1cc(N)nc(SCC(=O)NCC2CCCO2)n1 (stereo unspecified) | -7
CC(=O)c1c(C)[nH]c(C(=O)Nc2ccc(C)cn2)c1C | -7&-7
CCCS(=O)(=O)N1CCC(C(=O)NC2CCCC2)CC1 | 1
COc1ccc(NC(=O)CCN2CCCCCC2)c(OC)c1 | -11
CCCCOc1ccc(CNn2c(C)nc3ccccc3c2=O)cc1 | -2
Cc1onc(-c2ccccc2Cl)c1C(=O)Nc1ccccc1NC(=O)c1ccc(Cl)cc1 | 6
Cc1c(Cl)cccc1NC(=O)c1ccc(C(C)(C)C)cc1 | -21
O=S(=O)(Nc1ccncc1)c1ccccc1 | -3
Cc1oc2cc(OC(C)C)ccc2c(=O)c1-c1ccc2c(c1)OCCO2 | -8
Cc1noc(C)c1S(=O)(=O)N1CCC(C(=O)N2CCC(N3CCCCC3)CC2)CC1 | -3&-10
c1ccc(-c2cnc(SC(c3ccccc3)c3ccccc3)[nH]2)cc1 | 1
CC1(C)N=C(/C=N/O)C=[N+]1[O-] | -9
CCOc1cccc(/C(O)=C2/C(=O)C(=O)N(CCN3CCOCC3)C2c2cccnc2)c1 (stereo unspecified) | -5
Cc1noc(C)c1CSc1nnc2n(-c3ccccc3)c(=O)c3ccccc3n12 | -5

Going on with the list.
SMILES | 14-3-3g Raf
CCC(=O)Nc1nn(C)c2nc3c(C)cccc3cc12 | -11
NC(=O)CN1C(=O)C(O)(CC(=O)c2ccccc2O)c2ccccc21 (stereo unspecified) | 4
Cc1ccccc1NC(=O)CCN1CCCCCC1 | 0
CCCOC(=O)C1=C(C)NC2=C(C(=O)CC(c3ccccc3)C2)C1c1cc2c(cc1Cl)OCO2 (stereo unspecified) | -26
COc1ccc(C)cc1NC(=O)C1c2cc(OC)c(OC)cc2C(=O)N2CCc3ccccc3C12 (stereo unspecified) | 2
CCOC(=O)c1[nH]c(C)c(/C(O)=C2\C(=O)C(=O)N(CCN(C)C)C2c2ccncc2)c1C (stereo unspecified) | 1
O=C1c2cccnc2C(=O)N1Cc1ccc2c(c1)OCO2 | -1
CN(C)c1ccc(-c2nc3ccc([N+](=O)[O-])cc3[nH]2)cc1 | 12
O=C(/C=C/N1CCOCC1)c1ccc(-c2ccccc2)cc1 | -8
COC(=O)CCC(=O)Nc1sc(C)c(C)c1C(N)=O | -7
COC(=O)c1cc(CSc2nnc(NC3CCCCC3)s2)oc1C | -12
CCc1ccccc1Nc1cc(C(=O)NCC2COc3ccccc3O2)c2ccccc2n1 (stereo unspecified) | -2
CC(=O)c1ccc(NC(=O)c2ccc(CN(c3ccc(C)c(C)c3)S(C)(=O)=O)cc2)cc1 | -2
Cc1ccc(C2NC(=O)NC(O)(C(F)(F)F)C2C(=O)c2cccs2)o1 (stereo unspecified) | 9
Cc1ccc(-c2cc(C(=O)Nc3cccc4c3C(=O)c3ccccc3C4=O)c3ccccc3n2)o1 | -34
O=C(CC1Sc2ccccc2NC1=O)Nc1ccc(SC(F)(F)F)cc1 (stereo unspecified) | -11
CCOC(=O)N1CCN(C(=O)CSc2nnc(COc3ccccc3)o2)CC1 | 4
CCOC(=O)C1=CN(C)C=C(C(=O)OCC)C1c1ccc([N+](=O)[O-])cc1 | -3
C[C@H](NC(=O)Nc1cccc(C(F)(F)F)c1)C(=O)O | -5
Cc1ccccc1OC(=O)CCC(=O)OCCCC(F)(F)C(F)(F)F | -3

Another view of some results above.
14-3-3g Raf	SMILES
-2	CC(=O)c1ccc(NC(=O)c2ccc(CN(c3ccc(C)c(C)c3)S(C)(=O)=O)cc2)cc1
2	COc1ccc(C)cc1NC(=O)C1c2cc(OC)c(OC)cc2C(=O)N2CCc3ccccc3C12 (stereo unspecified)

As a working copy, seven of the compounds above:
SMILES | 14-3-3g Raf
COC(=O)CCC(=O)Nc1sc(C)c(C)c1C(N)=O | -7
COC(=O)c1cc(CSc2nnc(NC3CCCCC3)s2)oc1C | -12
CCc1ccccc1Nc1cc(C(=O)NCC2COc3ccccc3O2)c2ccccc2n1 (stereo unspecified) | -2
CC(=O)c1ccc(NC(=O)c2ccc(CN(c3ccc(C)c(C)c3)S(C)(=O)=O)cc2)cc1 | -2
Cc1ccc(C2NC(=O)NC(O)(C(F)(F)F)C2C(=O)c2cccs2)o1 (stereo unspecified) | 9
Cc1ccc(-c2cc(C(=O)Nc3cccc4c3C(=O)c3ccccc3C4=O)c3ccccc3n2)o1 | -34
O=C(CC1Sc2ccccc2NC1=O)Nc1ccc(SC(F)(F)F)cc1 (stereo unspecified) | -11

Returning to the listing with the five entries that preceded the break.
SMILES | 14-3-3g Raf
O=C(CC1Sc2ccccc2NC1=O)Nc1ccc(SC(F)(F)F)cc1 (stereo unspecified) | -11
CCOC(=O)N1CCN(C(=O)CSc2nnc(COc3ccccc3)o2)CC1 | 4
CCOC(=O)C1=CN(C)C=C(C(=O)OCC)C1c1ccc([N+](=O)[O-])cc1 | -3
C[C@H](NC(=O)Nc1cccc(C(F)(F)F)c1)C(=O)O | -5
Cc1ccccc1OC(=O)CCC(=O)OCCCC(F)(F)C(F)(F)F | -3
CN1CCN(CCN2C(=O)c3ccccc3C2=O)CC1 | -4
CNC(=O)C1CCC(=O)N1Cc1ccc(F)cc1 (stereo unspecified) | -4
COc1ccc(Cl)cc1NC(=O)CN1C(=O)CSC1=O | -2
CC(C)Oc1ccc(C2Oc3ccccc3C3CC(c4ccccc4)=NN32)cc1 (stereo unspecified) | -34
CCOC(=O)C1=C(C)Nc2nc(SCc3ccccc3C)nn2C1c1ccc(Br)cc1 (stereo unspecified) | 7
CC1CCN(c2ccc3nc4ccccc4c(=O)n3n2)CC1 | -5
Cc1ccc(CN2C(=O)CCC2C(=O)N2CCN(c3ccc(F)cc3)CC2)cc1 (stereo unspecified) | 2&-2
O=C(Nc1ccccc1Cl)N1CCN(c2ccc3nnc(-c4ccccc4)n3n2)CC1 | 6
CCCC(=O)NCCCc1nc2ccccc2n1C(C)C | -3
Cc1ccc(C)c(NC(=O)CSc2nnc(CCCCCNC(=O)OC(C)(C)C)o2)c1 | 1
COc1cc(OC)c(NC(=O)Cn2cnc3sc(C)c(S(=O)(=O)N4CCC(C)CC4)c3c2=O)cc1Cl | -1
Cc1ccc(-c2cc(C(=O)N3CCOCC3)c3ccccc3n2)cc1 | -1
Cc1c(/N=C/c2ccco2)n(Cc2ccccc2)c2ccccc12 | 0
Cc1ccccc1NC(=O)c1sc2nc3c(cc2c1N)CCCC3 | 4
O=P(c1ccccc1)(c1ccccc1)C1CCCO1 (stereo unspecified) | 3
CC1CCCCN1S(=O)(=O)c1ccc(C(=O)Nc2ccc3c(c2)C(=O)c2ccccc2C3=O)cc1 (stereo unspecified) | -30
c1ccc2c(CSc3nc4ccccc4o3)cccc2c1 | -3
O=C(CSc1nnc(Cc2ccccc2)n1Cc1ccco1)NC1CCCC1 | -2
CCOc1ccc(NC(=O)C2=C(C)NC(=O)NC2c2ccc(OC)cc2OC)cc1 (stereo unspecified) | 0
O=[N+]([O-])c1ccc2nc(CSc3nc4ccccc4n3Cc3ccccc3)[nH]c2c1 | -5

Three entries drawn at random from those above, as already listed:
SMILES | 14-3-3g Raf
CCOC(=O)C1=C(C)Nc2nc(SCc3ccccc3C)nn2C1c1ccc(Br)cc1 (stereo unspecified) | 7
Cc1ccc(-c2cc(C(=O)N3CCOCC3)c3ccccc3n2)cc1 | -1
Cc1ccc(C)c(NC(=O)CSc2nnc(CCCCCNC(=O)OC(C)(C)C)o2)c1 | 1

(continued)
SMILES | 14-3-3g Raf
O=C(Nc1ccccc1)N(CCc1ccncc1)C1CCCCC1 | -3&3
CC(C)Sc1nc2c(c(=O)[nH]c(=O)n2C)n1CCc1ccccc1 | -4
Cc1cc(Cl)nc(Cl)c1C(=O)O | -3
O=C1c2cc3ccccc3c(-c3ccccc3)c2C(=O)N1c1ccc(O)cc1 | -6
CCc1ccc(CNC(=O)C2c3ccccc3C(=O)N3CCc4cc(OC)c(OC)cc4C23)cc1 (stereo unspecified) | -5
COc1ccc(C(=O)Nc2c[nH]c(=O)[nH]c2=O)cc1[N+](=O)[O-] | -5
Cc1nc(NC(=O)c2ccccc2)sc1-c1csc(Nc2ccc(S(N)(=O)=O)cc2)n1 | -1
O=C(CN(Cc1ccccc1)C(=O)CCC(=O)Nc1nccs1)NCc1ccco1 | -3
Cn1c(=NC(=O)CSCC(=O)N2CCCC2)sc2ccccc21 | 4
CCCCCNC(=O)c1c[nH]c2ccc(S(=O)(=O)N(C)c3ccc(Cl)cc3)cc2c1=O | -19
CC(=O)Nc1ccc(S(=O)(=O)n2nc(C)c(Sc3ccccc3)c2C)cc1 | -1
COc1cccc(C2N(c3ccccn3)C(=O)C3CCCN32)c1OC (stereo unspecified) | -1
O=C(Nc1ccc(F)cc1)c1cccnc1N1CCOCC1 | -3
Cn1c(=O)cc(SCC(=O)NCc2ccccn2)c2ccc(Cl)cc21 | -3
O=c1[nH]c2ccc(S(=O)(=O)Nc3ccc(Cl)c(C(F)(F)F)c3)cc2[nH]c1=O | -7
Cn1nc2c(nc1=O)[nH]c1ccccc12 | -2
CN(C(=O)CNC(=O)c1ccccc1)C1(C(=O)NC2CCCC2)CCCCC1 | 6
Cc1ccc(N(CC(=O)NCc2cccs2)S(=O)(=O)c2cccs2)cc1 | -3
Cc1ccc(Sc2c(C)nn(C(=O)c3ccc([N+](=O)[O-])cc3)c2C)cc1 | -6
C=CCN(CC=C)CC(=O)Nc1ccc(S(N)(=O)=O)cc1 | 2
COCCCNC(=O)C1CCN(C(=O)Nc2ccc(Cl)cc2)CC1 | 0
COc1cc(NC(=O)C2CCCN(S(=O)(=O)c3c(C)n[nH]c3C)C2)cc(OC)c1 (stereo unspecified) | -5
COc1ccc(NC2c3ccccc3C(=O)N2Cc2ccco2)cc1OC (stereo unspecified) | -7

High-throughput results deposited in PubChem BioAssay by Emory University Molecular Libraries Screening Center.
